NCI-60 one-dose screen, 48 h, at 10 µM unless noted. Numbers give growth in % (100 = growth as untreated, 0 = no growth, -100 = all killed).
SK-MEL-2 – SK-MEL-2 melanoma; 77,000 tested, 4.7% active
SK-MEL-28 – SK-MEL-28 melanoma; 81,000 tested, 4.1% active
MALME-3M – MALME-3M melanoma; 78,000 tested, 5.8% active; AID 1794766
UACC-62 – UACC-62 melanoma; AID 1794756; 81,000 tested, 5.4% active
UACC-257 – UACC-257 melanoma | 78,000 tested, 4.4% active
LOX IMVI – LOX IMVI melanoma; 79,000 tested, 7.4% active; AID 1794757
MDA-MB-435 – MDA-MB-435 melanoma | 82,000 tested, 7.8% active | AID 1794794
SK-MEL-5 – SK-MEL-5 melanoma. 80,000 tested, 6.4% active
An asterisk follows results filed as active; . = not tested or not shown; & = joins results of further samples; [ ] = dose if it differs, or a comment. The calls were made as follows: active = growth percent below 10; inactive = the rest.

SMILES | SK-MEL-2 | SK-MEL-28 | MALME-3M | UACC-62 | UACC-257 | LOX IMVI | MDA-MB-435 | SK-MEL-5
CC(C)CCC[C@@H](C)[C@H]1CC[C@H]2[C@@H]3CC[C@H]4CC(=O)[C@H](Br)C[C@]4(C)[C@H]3CC[C@]12C | 101 | 99 | 93 | 104 | 102 | 101 | 102 | 100
O=C(N/N=C/c1ccc(-c2ccc(O)cc2)s1)c1[nH]c2ccc(Br)cc2c1-c1ccccc1 | -4.2* | 1.2* | -2.1* | -13* | 54 | . | 2.4* | 5.3*
NC(=O)c1cccc(-n2ccc3cc(NC(=O)c4cccc(C(F)(F)F)c4)ccc32)n1 | 85 | 88 | 86 | 77 | 93 | 82 | 67 | 65
COc1ccc(/C=C2\CN(Cc3cn(CCCNc4ccnc5cc(Cl)ccc45)nn3)C/C(=C\c3ccc(OC)c(OC)c3)C2=O)cc1OC | 28 | 40 | 18 | . | 45 | -69* | -29* | 5.9*
COC(=O)c1ccc2c(c1)c1c(C)c3cnccc3c(C)c1n2C | -56* | -55* | -74* | -82* | -41* | -55* | 6.9* | -91*
CC(C)OC(=O)[C@H](C)N[P@](=O)(OC[C@@H]1[C@@H](CO[P@@](=O)(N[C@@H](C)C(=O)OC(C)C)Oc2ccccc2)C=C[C@H]1n1cnc2c(N)ncnc21)Oc1ccccc1 | 87 | 91 | 93 | 86 | 80 | 97 | 93 | 101
CCC(=O)c1ccc(Cl)s1 | 102 | 100 | 115 | 106 | 104 | 107 | 114 | .
Cc1ccc(C(=O)Nc2ccc(Oc3cc4cnn(C)c4cc3-c3cn[nH]c3)c(F)c2)c(=O)n1-c1ccc(F)cc1 | . | 32 | 47 | 24 | 24 | 14 | 21 | 21
Cc1ccc(C)c(C2=NN(c3ccc(S(=O)(=O)NC(=O)NCc4ccccc4)cc3)C(c3ccccc3Cl)C2)c1 (configuration not stated) | 107 | 89 | 98 | 90 | 90 | 68 | 80 | 54
COC1=C(OC)C(=O)c2ccccc2C1=O | 107 | 101 | 126 | 101 | 77 | 63 | 111 | 14
NN(c1cccc(C(F)(F)F)c1)c1ccccn1 | 81 | 104 | 95 | 97 | 87 | 102 | 112 | 100
CCc1cccc(C)c1NC(=O)CCC(=O)OC | 111 | 100 | . | 110 | 104 | 97 | 100 | 104
N[C@H]1CC[C@@H](C(=O)O)C1 | 112 | 113 | 99 | . | . | 94 | 108 | 102
NC(=S)N/N=C/c1ccc(OC(=O)COc2cc(Cl)c(Cl)cc2Cl)cn1 | 59 | 89 | 76 | 40 | 79 | 25 | 72 | 22
COc1ccc2[nH]c(=O)c(/C=C/C(=O)c3ccc(Nc4nccc(-c5ccc(Cl)cc5)n4)cc3)cc2c1 | 107 | 104 | 104 | 96 | 111 | 97 | 96 | 99
CN1CCc2cccc3c2C1Cc1ccc(O)c(O)c1-3 (configuration not stated) | 117 | 115 | 83 | 105 | 103 | 68 | 99 | 97
O=C(c1ccccc1)c1ccsc1C(=O)c1ccccc1 | 100 | 109 | 93 | 95 | 102 | 93 | 105 | 95
Cc1cc(C)n(C(N)=O)n1 | 96 | 98 | 97 | 91 | 94 | 105 | 102 | 100
CN(C)CCC(=O)C1CC1 | 111 | 107 | 102 | 99 | 92 | 99 | 105 | 106
S=c1nc(-c2ccccn2)c(-c2ccccn2)n[nH]1 | . | 114 | 90 | 116 | 107 | 96 | 110 | 108
Cc1ccc(C)c2c1sc1nc3nc4sc5cc(Cl)c(Cl)cc5n4c(=N)c3c(=O)n12 | 107 | 97 | 145 | 86 | 120 | 93 | 124 | 83
C=CCn1c(C)nc2ccc(Nc3nc(N4CCCC4)nc4ccccc34)cc21 | 104 | 111 | 113 | 95 | 101 | 97 | 102 | 92
CC(O)(C(=O)c1ccccc1)c1ccccc1 (configuration not stated) | 105 | 109&108 | 93&102 | 91&101 | 110 | 90&101 | 98&105 | 100&102
COc1ccc(C2=NN(C(C)=O)C(c3cc(-c4cc5ccccc5o4)n(-c4ccccc4)n3)C2)cc1 (configuration not stated) | 137 | 107 | 98 | 94 | 110 | . | 106 | 101
COc1cc(/C=C\c2c(-c3ccc(F)cc3)nc3sc(C)cn23)cc(OC)c1OC | 89 | 96 | 84 | 63 | 83 | 73 | 69 | 19

Of the compounds above, 2 contain a CF3 group:
SMILES | SK-MEL-2 | SK-MEL-28 | MALME-3M | UACC-62 | UACC-257 | LOX IMVI | MDA-MB-435 | SK-MEL-5
NC(=O)c1cccc(-n2ccc3cc(NC(=O)c4cccc(C(F)(F)F)c4)ccc32)n1 | 85 | 88 | 86 | 77 | 93 | 82 | 67 | 65
NN(c1cccc(C(F)(F)F)c1)c1ccccn1 | 81 | 104 | 95 | 97 | 87 | 102 | 112 | 100

Next part
SMILES | SK-MEL-2 | SK-MEL-28 | MALME-3M | UACC-62 | UACC-257 | LOX IMVI | MDA-MB-435 | SK-MEL-5
O=C(O)c1ccc(-c2nn(-c3ccc(C(F)(F)F)cc3)cc2CNc2ccc(Cl)c(C(=O)O)c2)cc1 | 112 | 113 | 113 | 104 | 104 | 101 | 103 | 103
Cc1[nH]cnc1S(=O)(=O)O | 100 | 110 | 100 | 110 | 108 | 104 | 104 | 117
CC(C)=C[C@@H]1CC2Cc3cc(Cl)ccc3N1O2 (some centres not stated) | . | 103 | 93 | 85 | 108 | 87 | 88 | 90
Cn1cc(-c2nn3cc(-c4ccccc4)nc3s2)c2ccccc21 | 80 | 71 | 55 | 54 | 77 | 79 | -1.8* | 66
CCCCC(CC)(CO)CO | . | 112 | 108 | 109 | 99 | 107 | 101 | 95
c1cc(CNC23CC4CC(CC(C4)C2)C3)cc(C[N+](Cc2cccc(CNC34CC5CC(CC(C5)C3)C4)c2)(Cc2cccc(CNC34CC5CC(CC(C5)C3)C4)c2)Cc2cccc(CNC34CC5CC(CC(C5)C3)C4)c2)c1 (configuration not stated) | 32[42 µM] | 51[42 µM] | 6.4*[42 µM] | 30[42 µM] | 41[42 µM] | -4.5*[42 µM] | 11[42 µM] | 23[42 µM]
CCN1C(=O)/C(=C/c2ccc(Cl)cc2)SC1=S | 114 | 103 | 101 | 94 | 104 | 103 | 101 | 104
O=C(O)C1(Nc2ccc(Br)cc2)CCCC1 | 68 | 107 | 109 | 64 | 114 | 80 | 85 | 90
Fc1ccc(-c2nnc(Nc3ccc(C(F)(F)F)cc3)o2)cc1 | 97 | 114 | 98 | 85 | 77 | 96 | 110 | 92
O=C(N/N=C/c1ccc(Cl)cc1)c1cc(-c2cc3ccccc3o2)nn1-c1ccccc1 | 91 | 100 | 105 | 84 | . | 85 | 103 | 56
CCNc1ccccc1 | . | 108 | 134 | 108 | 106 | 100 | 119 | 112
O=C(CCN1CCCC1)Nc1ccc2c(NCc3ccc(F)cc3)c3ccccc3nc2c1 | -5.5* | 31 | -90* | 1.8* | -3.5* | -74* | -53* | 30
COc1ccccc1-c1nc2ccc3[nH]ncc3c2c2c1CCCC2 | 99 | 89 | 99 | 71 | 86 | 81 | 64 | 83
COc1cc(CC2COC(=O)C2(O)Cc2ccc(O)c(OC)c2)ccc1O (configuration not stated) | 76 | 95 | 94 | 73 | . | 77 | 88 | 54
COc1ccc(/C=N/n2cnc3c(c(C)nn3-c3ccccc3)c2=N)cc1 | 111 | 114 | 117 | 86 | 108 | 94 | 104 | 96
CCN(CC)CCNC(=O)c1cc(Br)c(N)cc1OC | 102 | 106 | 92 | 104 | 88 | 94 | 107 | 95
c1ccc2c(c1)Oc1ccccc1C2C1c2ccccc2Oc2ccccc21 | 93 | 110 | 108 | 87 | . | 87 | 99 | 100
Fc1cc(-c2nn(CN3CCOCC3)c(=S)n2/N=C/c2ccc(Cl)cc2)c(Cl)cc1Cl | 95 | 121 | 54 | 94 | 94 | 89 | 98 | 92
O=C(Nc1nc(-c2cccnc2)nc2c1sc(=S)n2-c1ccc(F)cc1)C(F)(F)F | 110 | 110 | 103 | 101 | 83 | 99 | 101 | 97
NC(=O)c1cccc(-n2ccc3cc(NC(=O)c4ccc(Cl)c(Cl)c4)ccc32)n1 | 106 | 98 | 96 | 98 | 98 | 108 | 92 | 86
CCCNC(=O)Oc1ccc(/C(=C(/CC)Cc2ccccc2)c2ccc(OCCN3CCCCC3)cc2)cc1 | 99 | 113 | 106 | 104 | 96 | 98 | 103 | 94
Cn1ncc2c(N)ncnc21 | 103 | 112 | 113 | 94 | 105 | 99 | 103 | 98
CCC(C)C(NC(=O)CN1C(=O)/C(=C/C(C)=C/c2ccccc2)SC1=S)C(=O)O (configuration not stated) | 114 | 108 | 93 | 94 | 110 | 94 | 105 | 103
O=[N+]([O-])c1ccc(S(=O)(=O)N/N=C/c2ccc3c(c2)OCO3)cc1 | . | 141 | 116 | 96 | 119 | 97 | 104 | 100
CS(=O)(=O)ON1C(=O)c2ccccc2C1=O | 119 | 98 | 112 | 100 | 95 | 102 | 104 | 98
SMILES | SK-MEL-2 | SK-MEL-28 | MALME-3M | UACC-62 | UACC-257 | LOX IMVI | MDA-MB-435 | SK-MEL-5
O=C(O)c1cccc(N/C=C/C(=O)c2cc3cc(Br)ccc3oc2=O)c1 | 119 | 104 | 104 | 94 | 99 | 98 | 96 | 98
CSc1ccc(Cl)c(C(=O)Nc2sccc2C(N)=O)c1 | 93 | 102 | 141 | 81 | 104 | 100 | 110 | 95
Cc1cc(C)nc(/N=C(\N)Nc2ccc(S(=O)(=O)Nc3nc(C)cc(C)n3)cc2)n1 | 107 | 106 | 110 | 100 | 108 | 99 | 109 | 102
N#Cc1c(-c2cccc(Cl)c2)cc(-c2cccc(F)c2)[nH]c1=O | 102 | 98 | 100 | 77 | 102 | 90 | 90 | 89
O=C1C(Nc2ccc(S(=O)(=O)Nc3nccs3)cc2)=C(I)C(=O)c2ncccc21 | 106 | 125 | 100 | 93 | 100 | 94 | 109 | 100
COc1ccc(-c2nn(-c3ccccc3)cc2/C=C/C(=O)NNC(=O)Nc2ccc(Cl)cc2)cc1 | 90 | 108 | 96 | 84 | 104 | 89 | 105 | 110
Nc1nc(N)c(N=Nc2ccc(S(=O)(=O)Nc3ccccn3)cc2)c(=O)[nH]1 | 112 | 114 | 105 | 103 | 102 | 92 | 108 | 108
CN1C(=S)N(C)C2NC(=NCCO)NC21 (configuration not stated) | 96 | 90 | 93 | 86 | 86 | 106 | 98 | 113
O=C(Nc1ccc2c(O)cc(S(=O)(=O)O)cc2c1)Nc1ccc2c(O)c(N=Nc3ccc4cc(S(=O)(=O)O)ccc4c3)c(S(=O)(=O)O)cc2c1 | 114 | 107 | 117 | 107 | 110 | 98 | 108 | 112
CS(=O)(=O)c1ccc(-n2cc(/C=N/O)c(-c3ccc(Cl)cc3)n2)cc1 | 102 | 104 | 104 | 97 | 102 | 102 | 109 | 102
Clc1ccc(Cc2nnc3sc(-c4ccc5c(c4)OCCO5)nn23)cc1 | 101 | 104 | 92 | 99 | 98 | 95 | 104 | 98
C=C1CCC2C3(C)COC(c4ccccc4F)OC3CCC2(C)C1C/C=C1/C(=O)OCC1O (configuration not stated) | -59* | -66* | -77* | -7.0* | -78* | . | 4.6* | -91*
CC(=O)OCC(=O)NCCCOc1cccc(CN2CCCCC2)c1 | . | 119 | 99 | 105 | 96 | 99 | 103 | 106
C=CCc1c(C)ccc(C)c1O | 98 | 104 | 97 | 109 | 99 | 102 | 106 | 109
Cc1nn(CO)c(C)c1Br | 110 | 120 | 109 | 103 | 97 | 96 | 97 | 103
O=C(N/N=C(/C(=N/NC(=O)c1ccccc1)c1ccccc1)c1ccccc1)c1ccccc1 | 82 | 104 | 134 | 87 | 77 | 80 | 97 | 151
Clc1cccc(Cc2cnc(Nc3ccccn3)s2)c1Cl | 103 | 100 | 95 | 82 | 92 | 88 | 97 | 99
CCOC(=O)C(C#N)=C1CCN(C)CC1 | . | 134 | 124 | 103 | 94 | 109 | 109 | 111
CCC(c1ccccc1)C(CC)c1ccc(O)c(O)c1 (configuration not stated) | 94 | 95 | 114 | 81 | 97 | 88 | 95 | 88
O=S(=O)(NCCNc1nccc(-c2c(-c3cccc(F)c3)nc3sccn23)n1)c1ccc(Cl)cc1 | 80 | 75 | 83 | 44 | 89 | 44 | 26 | 37
O=C1c2cc(Br)ccc2Oc2cc([N+](=O)[O-])ccc2N1c1ccc(Cl)cc1F | 104 | 110 | 100 | 84 | 109 | 91 | 99 | .
NS(=O)(=O)c1ccc(-n2nc(-c3ccc(C4CCCCC4)cc3)ccc2=O)cc1 | 123 | 102 | 95 | 85 | . | 98 | 96 | 93
COc1ccc(C2CC(=O)c3ccccc3O2)cc1 (configuration not stated) | 101 | 106 | 101 | 96 | 109 | 100 | 101 | 101

In the list so far, eight have two or more sulfur atoms.
SMILES | SK-MEL-2 | SK-MEL-28 | MALME-3M | UACC-62 | UACC-257 | LOX IMVI | MDA-MB-435 | SK-MEL-5
Cc1ccc(C)c2c1sc1nc3nc4sc5cc(Cl)c(Cl)cc5n4c(=N)c3c(=O)n12 | 107 | 97 | 145 | 86 | 120 | 93 | 124 | 83
CCN1C(=O)/C(=C/c2ccc(Cl)cc2)SC1=S | 114 | 103 | 101 | 94 | 104 | 103 | 101 | 104
O=C(Nc1nc(-c2cccnc2)nc2c1sc(=S)n2-c1ccc(F)cc1)C(F)(F)F | 110 | 110 | 103 | 101 | 83 | 99 | 101 | 97
CCC(C)C(NC(=O)CN1C(=O)/C(=C/C(C)=C/c2ccccc2)SC1=S)C(=O)O (configuration not stated) | 114 | 108 | 93 | 94 | 110 | 94 | 105 | 103
CSc1ccc(Cl)c(C(=O)Nc2sccc2C(N)=O)c1 | 93 | 102 | 141 | 81 | 104 | 100 | 110 | 95
O=C1C(Nc2ccc(S(=O)(=O)Nc3nccs3)cc2)=C(I)C(=O)c2ncccc21 | 106 | 125 | 100 | 93 | 100 | 94 | 109 | 100
O=C(Nc1ccc2c(O)cc(S(=O)(=O)O)cc2c1)Nc1ccc2c(O)c(N=Nc3ccc4cc(S(=O)(=O)O)ccc4c3)c(S(=O)(=O)O)cc2c1 | 114 | 107 | 117 | 107 | 110 | 98 | 108 | 112
O=S(=O)(NCCNc1nccc(-c2c(-c3cccc(F)c3)nc3sccn23)n1)c1ccc(Cl)cc1 | 80 | 75 | 83 | 44 | 89 | 44 | 26 | 37

Screens deposited in PubChem BioAssay by NCI.
